SENP8 inh = blocks human SENP8 cleavage of Nedd8 substrate. Q96LD8. recombinant SENP8, Nedd8 substrate fluorescence. inhibition, % at 20 µM. actives 0.64% (n = 360,000); in the data active means inhibition mostly above about 40%, no sharp cut-off; inactive means mostly below about 27%
Target sequence (Q96LD8 whole entry, looked up): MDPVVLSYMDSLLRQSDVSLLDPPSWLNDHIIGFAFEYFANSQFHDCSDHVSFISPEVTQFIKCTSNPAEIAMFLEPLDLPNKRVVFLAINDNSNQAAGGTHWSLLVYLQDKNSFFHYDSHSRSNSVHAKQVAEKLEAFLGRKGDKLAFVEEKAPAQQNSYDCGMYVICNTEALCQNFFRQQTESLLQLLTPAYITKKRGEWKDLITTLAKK
MPTP inh = inhibitors of mitochondrial permeability transition pore; inhibition, % at 10 µM; isolated mouse mitochondria, Ca2+ swelling absorbance, 30 min; actives 1.4% (n = 360,000); AID 602449;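 active means inhibition of 50% or more, scaled per plate between neutral and stimulator controls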;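 further: 0% = DMSO wells given calcium and 100% = 1 mM EGTA wells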
SENP7 inh = SENP7 protease inhibition | actives 1.5% (n = 330,000) | Q9BQF6 | recombinant SENP7, Z-RLRGG-aminoluciferin luminescence, 40 min | AID 434973 | inhibition, % at 5 µM;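 active means inhibition above about 50% at the single test dose, limit read from the data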;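 further: plate controls were DMSO with enzyme for no effect and no enzyme buffer wells for full effect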
GRIN3A LBD mod = modulates the human NR3A ligand-binding domain; Tm shift relative to glycine control, % at 25 µM; NR3A LBD differential scanning fluorimetry, Tm shift; 0% = protein alone, 100% = glycine-bound protein; actives 2.5% (n = 340,000);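 active means melting temperature shift of at least 10% of the positive control shift, at one fixed dose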
HKDC1 inhibitor = blocks human hexokinase HKDC1 activity; Q2TB90; recombinant HKDC1, G6PDH/diaphorase resazurin coupled fluorescence; inhibition, % at 20 µM; actives 0.16% (n = 340,000); AID 493160;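 active means inhibition above about 35% when tested at 20 µM, limit read from the data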;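 further: plate controls were DMSO wells with enzyme for no effect and DMSO wells lacking enzyme for full effect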
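Test system: Recombinant HKDC1 (HK5) hexokinase enzyme, produced in-house | Input: HKDC1 at 5 µg/mL | Buffer or medium: Tris pH 8.0 buffer with MgCl2, Tween-20, BSA, BME | Schedule: 90 min reaction incubation at room temperature, dark | Technique: Resazurin-to-resorufin fluorescence via G6PDH and diaphorase coupling, 525/613 nm | Controls: DMSO wells with and without enzyme mix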
PfGluPho inh = PfG6PD (Plasmodium falciparum) enzyme inhibition; AID 504690; actives 0.78% (n = 350,000); inhibition, % at 20 µM; PfGluPho enzyme, NADPH resazurin-diaphorase fluorescence;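 active means inhibition reaching at least a set limit at 20 µM in the primary screen, cut at about 59% in these data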;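 further: 0% = DMSO wells with substrate and 100% = DMSO wells lacking glucose-6-phosphate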
ATG4B inh = ATG4B (human) cysteine protease inhibition | Q9Y4P1 | ATG4B cleavage of LC3-PLA2, NBD-HPC fluorescence, 1 h | inhibition, % at 8.33 µM | actives 0.51% (n = 340,000) | AID 504462; in the data active means inhibition above about 40%
Target sequence (Q9Y4P1 whole entry, looked up): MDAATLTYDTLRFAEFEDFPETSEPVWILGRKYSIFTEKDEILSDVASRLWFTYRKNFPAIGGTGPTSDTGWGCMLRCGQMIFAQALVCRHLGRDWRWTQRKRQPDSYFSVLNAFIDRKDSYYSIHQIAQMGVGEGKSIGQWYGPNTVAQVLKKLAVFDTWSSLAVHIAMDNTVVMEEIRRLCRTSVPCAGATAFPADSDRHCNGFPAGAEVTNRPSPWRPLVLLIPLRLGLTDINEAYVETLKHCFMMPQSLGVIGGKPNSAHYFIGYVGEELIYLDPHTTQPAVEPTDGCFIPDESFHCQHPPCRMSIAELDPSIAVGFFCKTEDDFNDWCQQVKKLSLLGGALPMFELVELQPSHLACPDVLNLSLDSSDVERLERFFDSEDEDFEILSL
SENP6 inh = blocks the human protease SENP6; Q9GZR1; Recombinant SENP6 catalytic domain, aminoluciferin luminescence; inhibition, % at 10 µM; actives 1.8% (n = 330,000); AID 2599;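 active means inhibition above about 50% at the single tested dose, limit read from the data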;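 further: plate controls were DMSO wells with enzyme for no effect and DMSO wells lacking enzyme for full effect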
Target sequence (Q9GZR1 628-1112 limits assumed): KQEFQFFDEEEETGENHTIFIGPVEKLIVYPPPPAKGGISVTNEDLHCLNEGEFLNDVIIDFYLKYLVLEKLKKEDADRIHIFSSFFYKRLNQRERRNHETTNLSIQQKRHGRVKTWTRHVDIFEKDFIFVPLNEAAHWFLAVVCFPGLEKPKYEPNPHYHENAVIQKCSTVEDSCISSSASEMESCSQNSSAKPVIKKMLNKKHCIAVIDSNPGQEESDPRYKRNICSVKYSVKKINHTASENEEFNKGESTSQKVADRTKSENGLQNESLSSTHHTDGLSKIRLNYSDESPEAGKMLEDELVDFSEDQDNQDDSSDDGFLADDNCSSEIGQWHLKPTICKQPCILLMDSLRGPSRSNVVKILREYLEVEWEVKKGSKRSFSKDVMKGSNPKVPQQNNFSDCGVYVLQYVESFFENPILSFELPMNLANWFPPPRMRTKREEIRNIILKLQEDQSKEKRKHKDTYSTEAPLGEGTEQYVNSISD
Numbers without * were called inactive; i = inactive; . = not tested or not shown.

SMILES	SENP8 inh	MPTP inh	SENP7 inh	GRIN3A LBD mod	HKDC1 inhibitor	PfGluPho inh	ATG4B inh	SENP6 inh
COc1ccc(/C=N\NS(=O)(=O)c2ccc(C)cc2)cc1COc1ccccc1[N+](=O)[O-]	33	2.6	-3	12*	-5	-9	-15	-13
CCCCn1nnc(NC(=O)CCC)n1	2	1.9	-4	-3	-12	3	-5	-16
CC(NC(=O)COc1ccc(Br)cc1)C(=O)O (stereo unspecified)	21	-1.2	5	-12	10	-18	3	-12
CN(C)S(=O)(=O)n1cc(/C=C(\NC(=O)c2ccccc2Cl)C(=O)N2CCCC2)c2ccccc21	18	0.3	13	4	-2	11	-5	-16
CCN1CCN(Cc2nc3c(c(=O)n(C)c(=O)n3C)n2Cc2cccc3ccccc23)CC1	8	-0.1	2	0	-13	19	-14	-12
Cc1ccc(OCc2cc(C(=O)NC3CCCCC3)no2)cn1	5	4.3	-2	0	-2	-1	2	-6
O=C(CCNS(=O)(=O)c1ccccc1C(F)(F)F)N1CCCCCCC1	15	0.9	-6	2	-6	6	-8	-15
O=C(CSc1ccccn1)Nc1ccccc1F	16	0.2	-6	-11	-15	-4	-7	-3
COc1cc(CNCCc2ccccc2)cc(Cl)c1OCc1ccccc1	22	6.2	-6	-1	2	19	4	-18
CC(C)(C)OC(=O)C[C@H]1C/C=C\C[C@@H](CC(=O)N(CCO)Cc2ccccc2)C(=O)N2CCC[C@@H]2COC1=O	16	-2.2	2	-3	-1	-10	5	-2

An excerpt from above in order of formula weight, ascending.
SMILES	SENP8 inh	MPTP inh	SENP7 inh	GRIN3A LBD mod	HKDC1 inhibitor	PfGluPho inh	ATG4B inh	SENP6 inh
O=C(CSc1ccccn1)Nc1ccccc1F	16	0.2	-6	-11	-15	-4	-7	-3
Cc1ccc(OCc2cc(C(=O)NC3CCCCC3)no2)cn1	5	4.3	-2	0	-2	-1	2	-6
O=C(CCNS(=O)(=O)c1ccccc1C(F)(F)F)N1CCCCCCC1	15	0.9	-6	2	-6	6	-8	-15
COc1ccc(/C=N\NS(=O)(=O)c2ccc(C)cc2)cc1COc1ccccc1[N+](=O)[O-]	33	2.6	-3	12*	-5	-9	-15	-13
CN(C)S(=O)(=O)n1cc(/C=C(\NC(=O)c2ccccc2Cl)C(=O)N2CCCC2)c2ccccc21	18	0.3	13	4	-2	11	-5	-16

Continued:
SMILES	SENP8 inh	MPTP inh	SENP7 inh	GRIN3A LBD mod	HKDC1 inhibitor	PfGluPho inh	ATG4B inh	SENP6 inh
COc1cc(OC)cc(-c2c(-c3cccs3)c3cc(-c4cccc5[nH]ccc45)ccc3n2C)c1	-470	-0.6	5	2	2	-6	4	12
O=S(=O)(c1ccc(S(=O)(=O)N(Cc2ccc(F)cc2)C2CCCC2)cc1)N1CCCC1	24	3.0	.	-2	2	-4	-8	.
COc1cc(Nc2c3c(nc4ccccc24)CCCC3)cc(OC)c1OC	17	1.6	6	-3	2	4	-1	-5
COc1ccc(NC(=O)CS(=O)CC(=O)Nc2cccnc2)cc1 (stereo unspecified)	4	-0.6	-9	1	3	-10	8	12
COC(=O)c1ccc2c(=O)[nH]c(COC(=O)c3c(-c4ccccc4)noc3C)nc2c1	-94	-1.1	5	3	0	2	-4	0
COc1ccc2cc(C(=O)Nc3ccc(O)cc3)sc(=O)c2c1OC	27	1.3	-6	31*	7	-11	3	-27
Cc1cc(C)nc(NC(=O)c2cccc([N+](=O)[O-])c2)c1	-4	0.6	3	-13	0	7	-5	-34
O=C(CCCN1C(=O)c2ccccc2C1=O)NCc1cccnc1	4	1.0	-4	0	-4	2	-8	4
CCCS(=O)(=O)Nc1cccc(-c2ccc3nnc(C)n3n2)c1	2	-0.2	4	0	-3	-4	-3	-7
O=C(Nc1ccccn1)C1CCN(S(=O)(=O)c2ccc3c(c2)OCCO3)CC1	-5	-1.4	-2	-3	-6	-1	-1	-5

GRIN3A LBD mod, hit marks shown above
SMILES	MPTP inh	SENP7 inh	GRIN3A LBD mod	HKDC1 inhibitor	PfGluPho inh	ATG4B inh	SENP6 inh
COc1ccc(/C=N\NS(=O)(=O)c2ccc(C)cc2)cc1COc1ccccc1[N+](=O)[O-]	2.6	-3	12*	-5	-9	-15	-13
COc1ccc2cc(C(=O)Nc3ccc(O)cc3)sc(=O)c2c1OC	1.3	-6	31*	7	-11	3	-27

New compounds follow
SMILES	SENP8 inh	MPTP inh	SENP7 inh	GRIN3A LBD mod	HKDC1 inhibitor	PfGluPho inh	ATG4B inh	SENP6 inh
Cc1ccc2c(c1)sc1nc(=O)n(-c3ccc(Cl)c(Cl)c3)c(=O)n12	3	49	-3	-5	3	-24	-2	7
N#C/C(=C\c1ccc(Cl)cc1)c1nc2ncccc2[nH]1	i	-1.6	-8	0	5	-8	2	-12
O=C(Nc1ccccc1N1CCCCC1)c1cnccn1	-28	-0.9	1	1	-4	-11	3	23
O=C(CSc1n[nH]c(=O)n1C1CC1)NCc1ccccc1Cl	-33	0.2	0	2	-11	-3	3	6
CCCCCCC1CCC(C(=O)N2CCOCC2)CC1 (stereo unspecified)	2	-2.2	-3	1	-3	-17	3	-16
COc1ccccc1CC(=O)N1CCN(S(=O)(=O)c2ccccc2F)CC1	4	-0.9	6	0	-7	4	-4	-15
O=C(CSc1nnc(SCc2ccc(Cl)cc2)s1)N/N=C/c1ccccc1Cl	-4	18	-1	-6	-2	75*	-6	-27
Cc1ccc(C(=O)N/N=C/c2cc(Br)ccc2O)cn1	3	0.0	1	-3	-34	-13	-6	8
CCOC(=O)N1CCC(=NNS(=O)(=O)c2cccc([N+](=O)[O-])c2)CC1	10	-0.2	1	0	-10	17	4	3
CCN=c1sc(C(=O)OC)cc(=O)n1CC	2	-0.5	-8	0	0	-6	-8	-10
CSc1nnc(NC(=O)c2nc(S(=O)(=O)Cc3ccccc3)ncc2Cl)s1	19	-0.6	7	0	7	-18	-10	-4
CCN1C(=O)N(CC)c2cccc3cccc1c23	-54	0.7	13	0	0	11	-2	15
Clc1ccc(-c2csc3ncnc(N4CCc5ccccc5C4)c23)cc1	9	4.7	-11	-2	-16	-3	-19	7
CCOC(CNC(=O)c1nnc(Cc2cc(OC)c(OC)c(OC)c2)o1)OCC	10	-0.5	7	-2	-1	-1	-4	-1
COc1ccc(N(CN2C(=O)C3CC=CCC3C2=O)C(=O)c2ccco2)cc1 (stereo unspecified)	7	1.1	7	-1	-1	-3	-17	1
CN(CCOc1cccc(C(F)(F)F)c1)Cc1ccccc1	10	-2.0	-8	1	2	17	6	3
O=C(CC1C(=O)NCCN1C1CCCC1)NCc1cccc(OC(F)(F)F)c1 (stereo unspecified)	1	0.5	-5	-2	0	-15	2	-3
CCC(C)n1cnc2c(c1=O)c1nc3ccccc3nc1n2-c1ccc2c(c1)OCCO2 (stereo unspecified)	-44	-1.7	-2	0	-8	5	-3	3
CC(=O)c1cccc(Nc2nc3ccccc3n3cnnc23)c1	-60	-1.2	8	-4	4	13	1	9
COc1cccc(NC(=O)Cn2c3ccccc3c3nc4n(c(=O)c32)CCS4)c1	-267	1.6	-1	-4	2	-7	-1	0
COc1ccc(NS(=O)(=O)c2cc(NC(=O)c3cc(=O)c4ccccc4o3)ccc2OC)cc1	7	3.4	9	1	3	-19	0	27
COc1ccc(-c2cnc(N)nc2-c2ccc(OC)cc2)cc1	-260	-1.2	-2	1	0	-2	-13	-28
COc1ccc(C2NC(=O)NC(C)=C2C(C)=O)cc1 (stereo unspecified)	-7	-11	-3	0	-6	-8	0	-4
N#Cc1c(NCCN)nc(NCc2ccccc2)c2c1CCN(Cc1ccccc1)C2	-500	3.2	.	-1	0	6	8	.
O=C(NCc1nc2ccccc2[nH]1)C1=C[C@H](c2ccc3c(c2)OCO3)C[C@H](OCc2ccc(CO)cc2)O1	-10	0.1	10	-3	-1	-2	-15	-11
COC(=O)Nc1ccc(SCC(=O)c2ccc(Cl)cc2)cc1	8	0.5	2	-17	-2	-2	4	9
CCCCC1=CC2=C(c3ccco3)C(=O)C(C)(OC(=O)c3ccc(OC)cc3)C(=O)C2=CN1CCOC (stereo unspecified)	4	-0.3	3	-1	18	32	-9	-1
COc1ccc([N+](=O)[O-])cc1N(CC(O)CN1CCCCC1)S(=O)(=O)c1ccc(C)cc1 (stereo unspecified)	13	-0.9	0	1	-4	-18	4	-16
CCOc1ccc(S(=O)(=O)NCCC(=O)N2CCCCCCC2)cc1	-6	0.5	1	1	-4	3	0	-3
CC[C@H]1OC(=O)[C@H](C)[C@@H](O[C@H]2C[C@@](C)(OC)[C@@H](O)[C@H](C)O2)[C@H](C)[C@@H](O[C@@H]2O[C@H](C)C[C@H](N(C)C)[C@H]2O)[C@](C)(O)C[C@@H](C)CN(C)[C@H](C)[C@@H](O)[C@]1(C)O	7	1.0	10	1	0	-22	2	7
Cn1cc(S(=O)(=O)N2CCC(Cc3ccccc3)CC2)c(=O)n(C)c1=O	10	-1.5	11	-1	3	0	-10	2
COC(=O)CC1C(=O)NCCN1C(=O)c1cc([N+](=O)[O-])ccc1Cl (stereo unspecified)	9	1.1	-4	1	-5	-10	-1	-13
O=C(O)c1ccccc1C=NNc1ccccn1	-4	-0.3	.	0	-4	-6	-1	.
O=C(N/N=C/c1ccccc1F)NC1CCCCC1	13	1.7	4	-3	12	-3	-7	-3
O=C(NCCCN1CCOCC1)c1ccccc1NS(=O)(=O)c1ccc(F)cc1	-42	-0.1	3	0	-4	4	-6	3
CS(=O)(=O)Nc1ccc(C(=O)N2CCN(c3ccccc3F)CC2)cc1	19	-0.2	-8	2	-9	-3	-8	-9
CCOc1ccccc1C(=O)N1CCC(C(=O)c2ccc(F)cc2)CC1	14	0.6	-4	0	-8	-9	-8	-1
C=C(C)Cn1c(CCNC(=O)C(C)C)nc2ccccc21	12	9.4	8	-3	2	-16	0	0
CCCn1c(Sc2nnnn2-c2ccccc2)n[nH]c1=O	16	0.0	2	-3	-5	2	0	5
Cc1cc(C)c(S(C)(=O)=O)c(Oc2ccccc2C)n1	19	2.0	0	-2	-7	-3	-4	-14
COc1ccc(NC(=O)Cn2c3ccccc3c3nc4n(c(=O)c32)CCS4)cc1	-160	0.5	11	3	4	-9	7	-11
COc1cccc(N2CCN(C(=O)CCc3nnc4ccc(N5CCOCC5)nn34)CC2)c1	12	1.3	3	-3	-1	-16	7	5
O=C(Cc1ccc(Br)cc1)N(Cc1ccccc1)c1ccccn1	8	-1.2	1	-3	-6	3	-2	7
CCCN(C1CCS(=O)(=O)C1)S(=O)(=O)c1cc(OC)ccc1OC (stereo unspecified)	16	-0.3	-2	1	-4	-8	2	-6
O=C(NCCN1CCOCC1)c1cc(-c2ccc(Cl)cc2)on1	11	-0.8	17	1	-6	-6	-7	1
OC1(C2(O)CC(c3ccccc3)ON2)CCCCC1 (stereo unspecified)	26	-9.2	6	-2	-3	-15	0	7
COc1ccc(CNC(=O)C/C(C)=N/NC(=O)C23CC4CC(CC(C4)C2)C3)cc1	8	0.1	-9	-2	3	-9	-2	-10
CC(C)CCn1c(=O)c2sccc2n2c(CCCC(=O)N3CCC(N4CCCCC4)CC3)nnc12	8	-0.3	-1	-1	-4	0	7	-11
COc1ccc(C(=O)Nc2cc(-c3ccccc3)nn2-c2ccccc2F)cc1	18	1.7	-7	-5	1	4	-12	-12
CCOc1ccc(C(=O)NCC(=O)NCCSc2ccc(Br)cc2)cc1OCC	10	0.7	.	-2	-4	-7	-13	.
Next part.
SMILES	SENP8 inh	MPTP inh	SENP7 inh	GRIN3A LBD mod	HKDC1 inhibitor	PfGluPho inh	ATG4B inh	SENP6 inh
C=CCNc1nc(Nc2ccc(OC)cc2)nc(OCC)n1	4	-1.2	-14	-3	-9	2	1	-47
O=c1cc(CN2CCN(Cc3ccccc3)CC2)c2cc3c(cc2o1)CCC3	-55	3.3	-2	-1	-4	-5	0	6
O=C(O)C1C2C=CC(C2)C1C(=O)OCC1CCCO1 (stereo unspecified)	18	-0.1	3	-4	-6	-3	6	-14
CCC1=NC(c2ccccc2)N(O)C1(C)C (stereo unspecified)	16	-2.2	3	1	-9	-2	-8	11

Screening results: PubChem, Sanford-Burnham Center for Chemical Genomics

No enrichment for hits. About 6.9% of those tested had a hit in this group.
